Assay outcomes: PubChem, National Center for Advancing Translational Sciences (NCATS)
Rhodamine autofl – qHTS Assay for Spectroscopic Profiling in Rhodamine Spectral Region; Rhodamine-region fluorescence, 547/598 nm, Tris buffer; stronger effect = higher value; max dye-equivalent concentration, M; AID 594, 2007; 59,000 tested, 0.05% active; in the data active = max dye-equivalent concentration above about 11 nM; inconclusive = between about 1.1 nM and that limit
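Read-out is relative fluorescence at 547 nm excitation and 598 nm emission, expressed as dye-equivalent concentration using rhodamine standards on every plate. Each compound was profiled across a concentration series after 15 min in 100 mM Tris, pH 8.0.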
HADH2 inh – qHTS Assay for Inhibitors of HADH2 (Hydroxyacyl-Coenzyme A Dehydrogenase, Type II) | 3-hydroxyacyl-CoA dehydrogenase type-2 (Homo sapiens), Q99714 | recombinant HADH2, NADH fluorescence, beta-hydroxybutyryl-CoA | Potency, µM (series often up to 57.1 µM), inactives show at the top dose activity change, negative = inhibition, actives largely listed as inhibitors | 73,000 tested, 3.4% active; also: potency is read from the fitted curve at half-maximal effect; % is scaled to controls: 0 for no effect and ±100 for the full control effect; nearly all actives have a fitted effect of over 60% in size; many of its hits are not listed in these tables
Target sequence (Q99714 whole entry, looked up, one chain of several): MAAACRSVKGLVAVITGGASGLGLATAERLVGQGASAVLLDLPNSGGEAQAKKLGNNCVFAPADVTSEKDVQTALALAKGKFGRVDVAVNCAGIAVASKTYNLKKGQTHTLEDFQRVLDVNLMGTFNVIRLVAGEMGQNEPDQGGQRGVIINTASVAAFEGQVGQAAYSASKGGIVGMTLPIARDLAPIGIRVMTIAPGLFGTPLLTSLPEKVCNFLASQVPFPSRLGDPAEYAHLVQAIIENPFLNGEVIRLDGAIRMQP
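Read-out: 360 nm excitation, 450 nm emission, kinetic over 4 min. Conditions: His-tagged human HADH2 20 nM, pH 9.0 Tris with Tween-20, 1 mM NAD+, 90 uM beta-hydroxybutyryl-CoA.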
15-hLO inh – qHTS Assay for Inhibitors of 15-hLO (15-human lipoxygenase); Polyunsaturated fatty acid lipoxygenase ALOX15 (Homo sapiens), P16050; purified 15hLO-1, xylenol orange hydroperoxide absorbance; Potency, µM (doses to about 57.1 µM), inactives show at the top dose activity change, negative = inhibition, hits mostly inhibitors; 74,000 tested, 1.4% active; also: potency is read from the fitted curve at half-maximal effect; % is scaled to controls: 0 for no effect and ±100 for the full control effect; nearly all actives have a fitted effect of over 55% in size
Target sequence (P16050 whole entry, looked up): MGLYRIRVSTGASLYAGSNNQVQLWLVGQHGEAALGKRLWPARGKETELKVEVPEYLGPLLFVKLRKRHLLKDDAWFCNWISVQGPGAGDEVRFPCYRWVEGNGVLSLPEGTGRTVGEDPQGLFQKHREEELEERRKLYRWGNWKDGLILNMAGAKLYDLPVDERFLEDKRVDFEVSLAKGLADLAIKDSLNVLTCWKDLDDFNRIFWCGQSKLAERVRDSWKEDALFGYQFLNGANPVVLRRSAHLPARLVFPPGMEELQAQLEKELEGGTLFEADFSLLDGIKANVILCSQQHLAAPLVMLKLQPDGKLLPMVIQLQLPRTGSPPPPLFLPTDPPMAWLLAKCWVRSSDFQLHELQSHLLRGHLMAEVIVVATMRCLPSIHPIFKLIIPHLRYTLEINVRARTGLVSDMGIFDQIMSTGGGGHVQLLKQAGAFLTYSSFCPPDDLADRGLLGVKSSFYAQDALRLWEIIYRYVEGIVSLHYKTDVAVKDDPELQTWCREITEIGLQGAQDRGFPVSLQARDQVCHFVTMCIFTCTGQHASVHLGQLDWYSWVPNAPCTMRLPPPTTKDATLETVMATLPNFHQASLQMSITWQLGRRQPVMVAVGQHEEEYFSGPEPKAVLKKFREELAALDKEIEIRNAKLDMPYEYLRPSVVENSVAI
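Compounds were preincubated 15 min at room temperature with 40 nM purified human enzyme (25 mM Hepes pH 7.5, 0.01% Triton X-100); 50 uM arachidonic acid reacted 6 min. Fe-xylenol orange detection, 30 min, absorbance ratio 573/405 nm.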
4MU fluor – qHTS Assay for Spectroscopic Profiling in 4-MU Spectral Region. compound autofluorescence, 340/450 nm, 4-MU equivalents; stronger effect = higher value. max dye-equivalent concentration, M. 59,000 tested, 11% active. AID 589, 2007; in the data active = max dye-equivalent concentration above about 10 nM; inconclusive = mostly about 1.1 nM to 9.6 nM
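Compounds in 100 mM Tris, pH 8.0, sat 15 min at room temperature before fluorescence was read at 340 nm excitation/450 nm emission; a per-plate six-point 4-MU standard curve converted signals to dye-equivalent concentration at each compound concentration.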
Hsp90 Hop PPI – qHTS Assay for Disrupters of an Hsp90 Co-Chaperone Interaction; 71,000 tested, 0.44% active; Potency, µM (doses to about 57 µM), without a hit: top-dose activity change, negative = inhibition; AID 595, 2007; AlphaScreen TPR2A-His6 binding biotin-Hsp90 C-terminal peptide; active = well fitted curve in either direction with a large enough effect; inconclusive = small, poorly fitted or top-dose-only effect, or another doubt; also: potency is read from the fitted curve at half-maximal effect; % is scaled to controls: 0 for no effect and ±100 for the full control effect; many of its hits are not listed in these tables
Fluorescein autfl – qHTS Assay for Spectroscopic Profiling in Fluorescein Spectral Region. Compound autofluorescence, 480/540 nm, fluorescein-equivalent; stronger effect = higher value. 59,000 tested, 0.91% active. max fluorescein-equivalent concentration, M. AID 593, 2007; in the data active = max fluorescein-equivalent concentration above about 10 nM; inconclusive = between about 1.1 nM and that limit
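Each compound is tested across a concentration series in 100 mM Tris buffer at pH 8.0. After 15 min at room temperature, plates are imaged with 480 nm excitation and 540 nm emission filters, and intensities are converted to fluorescein-equivalent values.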
Ub-GFP proteasome – Ubiquitin-GFP Assay | Ubiquitin-GFP reporter cells, proteasome inhibition, GFP fluorescence; response scale: untreated = 0%, 10 µM MG-132 = 100% | Potency, µM (top dose mostly 45.9 µM), without a hit: top-dose activation (GFP accumulation), hits mostly activators | 67,000 tested, under 10 active | AID 526, 2006; active = well fitted activation curve with a large enough effect, not every such curve was filed as active; inconclusive = small, poorly fitted or top-dose-only effect, or another doubt; inactive = no such curve, though single readings can be large or run the other way; also: potency is read from the fitted curve at half-maximal effect
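U2OS Ub(G76V)-GFP reporter; O/N plating, 0.5% FBS; cpd 46 uM–2.9 nM, 4 h, 37 °C; GFP+ cell count, 488/515 nm; norm. to basal vs 10 uM MG-132; CRC fit.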
Epigenetic mod – qHTS Assay for Epigenetic Modulators. 68,000 tested, 0.09% active. Potency, µM (top dose mostly 46.1 µM), inactives show at the highest dose GFP derepression (activation). mouse C127i GFP locus derepression, cytometry, 30 h; also: % of control where 0% means no effect
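Derepression screen: silenced CMV-GFP reporter in murine C127i cells, 30 h compound incubation at 37 C, washed cells imaged by laser-scanning cytometer to enumerate GFP-expressing objects of 20 to 120 um.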
HBB splicing – qHTS Assay for Modulators of Hemoglobin Beta Chain Splicing; HBB splicing reporter cell assay, activation; EGFP reporter with mutant IVS2-654 intron; response scale: normalised to 500 nM splice-correcting PNA; Potency, µM (doses to about 46.1 µM), for inactives: at the top dose activation, hits mostly activators; 65,000 tested, 0.06% active; also: potency is read from the fitted curve at half-maximal effect; 0% is about no effect
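Compounds were applied for 2 days to HeLa EGFP-654 cells, 500/well in Optimem with 2% FCS. The reporter's EGFP is disrupted by mis-splicing of beta-globin intron IVS2-654. Readout: summed well GFP fluorescence from 488 nm laser scanning; reference was 500 nM antisense […] 654 PNA.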
DNA Pol III inh – qHTS Assay for Inhibitors of DNA Polymerase III Holoenzyme System. AID 603, 2007. 71,000 tested, 0.25% active. Potency, µM (series often up to 57.1 µM), for inactives: top-dose activity change, negative = inhibition. reconstituted DNA polymerase III holoenzyme replication, biochemical; also: potency is read from the fitted curve at half-maximal effect; % is scaled to controls: 0 for no effect and ±100 for the full control effect
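Reconstituted *E. coli* holoenzyme (0.35 nM Pol III, 1 nM beta, 154 nM SSB, 2 nM primase) was preincubated with compound for 15 min at RT. Synthesis on 1.4 nM ssM13Gori ran 35 min, then was stopped with PicoGreen/EDTA and read as dsDNA fluorescence.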
Texas Red fluor – qHTS Assay for Spectroscopic Profiling in Texas Red Spectral Region; 59,000 tested, 0.06% active; max dye-equivalent concentration, M; Compound fluorescence, Texas Red channel, 547/618 nm; stronger effect = higher value; AID 587, 2007; in the data active = max dye-equivalent concentration above about 10 nM; inconclusive = between about 1.1 nM and that limit
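Fluorescence at ex 547/em 618 nm, normalized against an on-plate Texas Red standard series to give dye-equivalent concentration per compound concentration. Buffer 100 mM Tris, pH 8.0; 15 min RT incubation before CCD imaging.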
The depositor's hits bear a star; i = inactive; ? = inconclusive; nt = no result given; [ ] = another dose, or the depositor's remark. Unless noted, calls follow the shape of the dose curve; as a rule, active = well fitted curve in the direction sought with a large enough effect; inconclusive = small, poorly fitted or top-dose-only effect, or another doubt; inactive = no such curve, though single readings can be large; an effect the other way counts as inactive or inconclusive. Not all compounds are listed. The share of hits here may be higher or lower than overall.

Order of results – Rhodamine autofl	HADH2 inh	15-hLO inh	4MU fluor	Hsp90 Hop PPI	Fluorescein autfl	Ub-GFP proteasome	Epigenetic mod	HBB splicing	DNA Pol III inh	Texas Red fluor
O=C(CSc1nc2c([nH]c3ccccc32)c(=O)n1-c1ccccc1)N1CCOCC1
    nt	22%	-7%	nt	1%	nt	-2%	nt	-1.1%	-2%	nt
CCOCCCNc1nc2c(c(=O)n(C)c(=O)n2C)n1CCCc1ccccc1
    i	-3%	-6%	i	-6%	?	2%	-5%	-1.1%	-2%	?
COc1cccc(OC)c1C(=O)Nc1cc(Cl)ccc1N1CCOCC1
    i	13%	-4%	i	-6%	?	-1%	2%	0.7%	-1%	i
O=C(COc1ccc(-n2cnnn2)cc1)NCCc1ccc(F)cc1
    i	-2%	7%	i	1%	i	8%	0%	-1.0%	-3%	?
Cc1nnsc1C(=O)Nc1ccccc1Cl
    i	16%	-7%	i	-10%	i	3%	6%	-0.6%	-4%	i
C[C@H](CCC(=O)O)[C@H]1CC[C@H]2[C@@H]3CC[C@@H]4C[C@H](O)CC[C@]4(C)[C@H]3CC[C@]12C
    nt	10%	-13%	nt	-4%	nt	nt	nt	-0.7%	?	nt
CC(C)Cn1c(=O)c(C(=O)Nc2ccncc2)c(O)c2ccccc21
    i	1%	33%[activator]	i	-6%	i	-5%	-3%	nt	-6%	i
CC[C@@H](c1ccc2cc(O)ccc2c1)C(C)(C)C(=O)O
    i	-1%[11.4 µM]	-10%[11.4 µM]	?	2%[11 µM]	i	-5%[9.17 µM]	-3%[9.22 µM]	3.3%[9.22 µM]	-1%[11.4 µM]	i
COCCn1c(NCc2ccc(C)cc2)nc2c1c(=O)[nH]c(=O)n2C
    i	6%	-11%	i	-1%	?	2%	0%	-5.2%	2%	?
Cc1ccc2[nH]c3c(c2c1)CN(C(=O)CN1CCN(c2ccccn2)CC1)CC3
    i	nt	nt	?	nt	1.8e-08M*	nt	-4%[20.6 µM]	nt	nt	i
CC1CCN(CC(=O)N2c3ccccc3Sc3cc4ccccc4cc32)CC1
    i	8%[11.4 µM]	-2%[11.4 µM]	?	-7%[11 µM]	i	-5%[9.17 µM]	0%[9.22 µM]	-0.5%[9.22 µM]	-9%[11.4 µM]	i
CNC(=O)c1cc2c(ccc3ccccc32)oc1=N
    i	nt	nt	9.9e-06M*	nt	i	nt	0%[20.6 µM]	nt	nt	i
COc1ccc(-c2nc(CN3CCC(C(=O)NC4CCCc5ccccc54)CC3)c(C)o2)cc1OC (stereo unspecified)
    i	6%	-6%	i	-1%	i	-5%	-3%	-0.4%[1.84 µM]	-8%	i
CC(=O)N1CC=CC1(C)C(=O)NCC1CC1 (stereo unspecified)
    nt	11%	0%	nt	1%	nt	nt	nt	1.2%	-1%	nt
CCCCCCCCCCCCCCCC(=O)C(F)(F)F
    nt	?	-7%[25.6 µM]	nt	-3%	nt	5%	-1%	nt	-1%	nt
Cc1c(N=Cc2ccncc2)c(=O)n(-c2ccccc2)n1C
    i	0%	4%	i	-1%	i	-7%	0%	1.3%	-6%	i
O=C(CCn1nnc2ccccc21)N1CCN(c2ccccc2)CC1
    i	13%	5%	i	-1%	i	-4%	0%	nt	-8%	i
Cc1cccc(C)c1NC(=O)Nc1ccc(S(N)(=O)=O)cc1
    i	7%[11.4 µM]	0%[11.4 µM]	i	-2%[11 µM]	?	12%[9.17 µM]	2%[9.22 µM]	1.3%[9.22 µM]	-8%[11.4 µM]	?
CCC(=O)Nc1cc(-c2nn(C)c(=O)c3ccccc23)ccc1N1CCCCC1
    i	nt	nt	?	nt	i	nt	13%[20.6 µM]	nt	nt	i
O=C(O)C1CCCCC1C(=O)NCc1cn2ccccc2n1 (stereo unspecified)
    nt	35%[activator]	3%	nt	-4%	nt	8%	nt	0.3%	-4%	nt
CCc1ccccc1-n1c(-c2ccncc2)n[nH]c1=S
    i	-22%	-5%	i	-1%	i	4%	-3%	1.2%	2%	i
CCCCCCN(C(=O)CCCCCN1C(=O)NC(c2ccc(-c3ccccc3)cc2)C(C(=O)OCc2ccccc2)=C1C)C(C(=O)NCCCC)c1ccc(OCC(=O)O)c(C(=O)O)c1 (stereo unspecified)
    nt	-1%	?	nt	-5%	nt	nt	nt	-0.4%	0%	nt
COc1cc(NC(=O)CCc2ccccc2)c(C(=O)O)cc1OC
    nt	-7%	-2%	nt	-2%	nt	-9%	-2%	0.6%	-6%	nt
COc1ccc(Cl)cc1N1C(=O)C2CCCN2C1c1cccc(F)c1 (stereo unspecified)
    nt	13%	6%	nt	-1%	nt	6%	-2%	-0.3%	-2%	nt
CC1(C)CC(=O)C(C(c2ccncc2)C2C(=O)CC(C)(C)CC2=O)C(=O)C1
    i	1%	1%	i	-5%	i	4%	0%	-3.0%[1.84 µM]	-6%	i
COc1cc(N2CN=c3s/c(=C\c4ccccn4)c(=O)n3C2)cc(OC)c1OC
    i	1%	-9%	i	-6%	i	10%	0%	0.0%	3%	?
O=C(CSc1ccc2nnc(-c3ccc(F)cc3)n2n1)N1CCCCC1
    i	?	-13%	?	1%	i	7%	-2%	14%	-4%	?
N#Cc1ccccc1CSc1ccccn1
    i	-17%	-8%	i	-1%	?	8%	-2%	-0.8%	0%	i
Cc1cc(C)cc(OCc2nnc(SCC(=O)c3ccccc3)o2)c1
    i	-6%	-10%	i	7%	?	2%	5%	-1.3%	2%	i
Cc1cc(C)c2cc(C#N)c(SCC(=O)NCc3ccco3)nc2c1
    i	6%	?	?	-4%	?	-3%	4%	nt	-20%	i
Cc1ccc(C(=O)NCCCNCCCN(C)C)cn1
    i	0%	43%[activator]	i	0%	?	-1%	-2%	-4.5%	-5%	?
COc1ccccc1CNc1ncncc1-c1ccc(N(C)C)cc1
    i	?	-16%	i	?	i	-2%	3%[9.22 µM]	-1.0%	5%	i
COc1cccc(Oc2cnc(N)nc2-c2ccc(OC)cc2O)c1
    i	-10%	-29%	4.5e-08M*	-15%	?	1%	-2%	-1.5%[57.5 µM]	7%	i
CCNc1cccc2c1C(=O)N(C)C2=O
    i	1%	-5%	?	12%	2.7e-07M*	4%	-3%	nt	6%	i
O=S(=O)(Nc1ccc2c(c1)nc1n2CCN(Cc2ccccc2)C1)c1ccccc1
    i	16%	-17%	1e-08M*	-12%	i	-3%	11%	-2.3%	-4%	i
O=c1cc(NC2CCCCCC2)[nH]c(=O)[nH]1
    i	0%	-3%	i	0%	i	-4%	-3%	-0.4%	-5%	i
Cc1ccc(C)c(OCCCN2CCCC2)c1
    i	10%	-5%	i	-6%	i	-10%	-3%	2.0%	9%	?

Record cards (already shown).
Record of Cc1ccc(C)c(OCCCN2CCCC2)c1 → Rhodamine autofl: i; HADH2 inh: 10%; 15-hLO inh: -5%; 4MU fluor: i; Hsp90 Hop PPI: -6%; Fluorescein autfl: i; Ub-GFP proteasome: -10%; Epigenetic mod: -3%; HBB splicing: 2.0%; DNA Pol III inh: 9%; Texas Red fluor: ?
Record of Cc1ccc(C(=O)NCCCNCCCN(C)C)cn1 → Rhodamine autofl: i; HADH2 inh: 0%; 15-hLO inh: 43%[activator]; 4MU fluor: i; Hsp90 Hop PPI: 0%; Fluorescein autfl: ?; Ub-GFP proteasome: -1%; Epigenetic mod: -2%; HBB splicing: -4.5%; DNA Pol III inh: -5%; Texas Red fluor: ?
